# Source: PubChem (National Center for Advancing Translational Sciences (NCATS))
# KCNH2 3.1 inh: inhibitors of human KCNH2 3.1 potassium channel isoform. U2OS KCNH2 3.1, thallium flux FluxOr; active compounds read low. activity change, % (tested at about 1.8 µM). actives 0.95% (n = 340,000). AID 720553;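 active = maximum activity change below -70%; inconclusive = maximum activity change from -70% to -50%; inactive = maximum activity change above -50%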;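 note: thallium influx rate constant from kinetic fluorescence after stimulation buffer; % is set by controls: 0 for no effect and ±100 for the full control effect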
#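 Thallium flux read-out: FluxOr dye with Red40 quencher in HBSS/HEPES, 45 min at RT. Rate constants from kinetic reads were normalized to positive and negative DMSO controls. Cells: U2OS virally expressing the 3.1 isoform.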
# hERG WT inh: inhibitors of human wildtype KCNH2 potassium channel; U2OS, BacMam KCNH2, thallium flux FluxOr; active compounds read low; actives 0.37% (n = 340,000); AID 720551; activity change, % at 1.84 µM;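 active = maximum activity change below -70%; inconclusive = maximum activity change between -70% and -50%; inactive = maximum activity change above -50%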; note: % is set by controls: 0 for no effect and ±100 for the full control effect
#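 U2OS cells were transduced with wild-type KCNH2 virus (2.03 x 10^8 / mL) for 4 h at room temperature, then cultured overnight at 37 C. Thallium flux was read with FluxOr dye. Rate constants were normalized to DMSO controls.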
# TCR activator: T cell receptor activation. primary human leukocytes, anti-CD3, IL-2 HTRF, 48 h. Potency, µM (highest dose often 9.22 µM), for the others: at the highest dose activation of IL-2 secretion, hits mostly activators. 330,000 tested, under 10 active. AID 504894; note: % of control where 0% means no effect
#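 Compounds are tested in HTS on primary human leukocytes co-incubated with a-CD3 beads for 48 hr. IL-2 output is measured by time-resolved FRET.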
# TSHR antagonist: blocks TSH signaling through the human TSH receptor. P16473. TSHR-expressing cells, TSH-stimulated cAMP HTRF, 2 h; active compounds read low. activity change, negative = inhibition, % at 11.5 µM. actives 0.2% (n = 330,000). AID 504810;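 active = activity change below a set negative limit, meaning inhibition stronger than a set level, cut at about -70% in these data; inconclusive = activity change between two set negative limits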; note: % is set by controls: 0 for no effect and ±100 for the full control effect
# Target sequence (P16473 whole entry, looked up): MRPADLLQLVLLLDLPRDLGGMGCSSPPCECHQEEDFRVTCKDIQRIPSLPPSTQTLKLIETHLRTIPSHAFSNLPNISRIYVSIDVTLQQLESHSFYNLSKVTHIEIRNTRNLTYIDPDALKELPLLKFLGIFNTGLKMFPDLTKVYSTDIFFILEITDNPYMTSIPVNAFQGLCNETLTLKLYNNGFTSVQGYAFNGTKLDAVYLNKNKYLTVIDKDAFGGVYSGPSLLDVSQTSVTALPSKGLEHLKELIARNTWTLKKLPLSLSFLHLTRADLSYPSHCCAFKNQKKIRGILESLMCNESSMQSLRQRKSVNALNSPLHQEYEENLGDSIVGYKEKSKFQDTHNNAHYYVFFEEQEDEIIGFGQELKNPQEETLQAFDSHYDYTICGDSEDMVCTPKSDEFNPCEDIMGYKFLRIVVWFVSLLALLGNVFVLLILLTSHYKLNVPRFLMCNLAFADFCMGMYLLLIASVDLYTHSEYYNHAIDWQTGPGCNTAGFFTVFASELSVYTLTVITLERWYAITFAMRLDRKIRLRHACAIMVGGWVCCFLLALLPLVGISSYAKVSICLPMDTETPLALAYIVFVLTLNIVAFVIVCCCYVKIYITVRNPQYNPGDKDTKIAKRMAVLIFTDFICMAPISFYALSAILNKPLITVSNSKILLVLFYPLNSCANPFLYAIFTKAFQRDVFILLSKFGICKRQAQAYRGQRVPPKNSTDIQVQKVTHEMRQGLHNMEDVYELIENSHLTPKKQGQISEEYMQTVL
#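 TSHR-expressing cells were treated with compounds, then stimulated with TSH at EC80 (4nM final) for 2 hours at 37 deg C. Cellular cAMP was measured by HTRF competition between lysate cAMP and cAMP-d2 for a cryptate-labelled anti-cAMP antibody.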
# USP2a block: blocks human ubiquitin-specific protease USP2a; Potency, µM (highest dose often 38.3 µM), inactives show top-dose activity change, negative = inhibition, actives largely listed as inhibitors; actives 0.01% (n = 330,000); O75604; USP2 core, Ub-CHOP2 coupled fluorogenic reporter, 485/531; AID 463254;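 note: potency is the fitted concentration of half-maximal effect; plate controls were DMSO wells for no effect and full inhibition by NEM control for full effect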
#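 Deubiquitinase activity read as fluorescence (485/531 nm) after Ub-CHOP2 cleavage activates the enterokinase reporter on its substrate; USP2 core 10nM, Ub-CHOP2 and substrate 25nM each, 30min compound preincubation then 60min RT; data normalized to NEM, curves fitted.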
# ELG1 DNA repair: inhibitors of ELG1-dependent DNA repair in HEK293T cells. HEK293T ELG1-luciferase reporter, luminescence, 16 h; DNA damage induced by 5-fluorouridine. Potency, µM (top dose mostly 46.1 µM), for the others: at the highest dose activity change, negative = inhibition, actives largely listed as inhibitors. actives 2.3% (n = 330,000); note: potency is the fitted concentration of half-maximal effect; % is set by controls: 0 for no effect and ±100 for the full control effect; nearly all actives have a fitted effect of over 55% in size
#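 Overnight (16 hr) co-exposure of 2,000 cells/well to 5-fluorouridine and compound at 37 °C preceded detection. Luciferase was quantified via ONE-Glo luminescence; loss of signal denotes inhibition.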
# TRPV1 agonist: human TRPV1 agonism; Q8NER1; TRPV1-expressing cells, Fluo-8 calcium influx, agonist mode; activation, % at 8.33 µM; actives 0.19% (n = 320,000); in the data active = activation above about 80%; inconclusive = between about 30% and that limit; note: 0% is about no effect
#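 Fluo-8 calcium influx in TRPV1-expressing cells, kinetic read (ex 480/em 520 nm). Compound added and read 3 min for agonist activity, followed by capsaicin at EC20 final and 2 min further read for enhancement.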
# A-T KAP1 phos: potential ataxia-telangiectasia treatment | actives 0.19% (n = 320,000) | Potency, µM (top dose mostly 57.5 µM), inactives show at the highest dose activation, usual class: activators | […] A-T fibroblasts, KAP-1 phosphorylation AlphaLISA; neocarzinostatin DNA damage 30 min before lysis; note: potency is the fitted concentration of half-maximal effect; % of control where 0% means no effect; nearly all actives have a fitted effect of over 45% in size
#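 ATM-like activity read as KAP-1 phosphorylation via AlphaLISA donor/acceptor antibody pairs after lysis and 6 hr at 25C. Cells were ATM-null patient fibroblasts ([…], hTERT), dosed 60 min, then exposed to the DSB inducer NCS for 30 min.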
# Eya2 phos inh: blocks the phosphatase activity of human Eya2; recombinant Eya2, OMFP fluorescence dephosphorylation (OMFP is methylfluorescein phosphate); Potency, µM (doses to about 76.9 µM), for inactives: at the highest dose activity, negative = inhibition, most hits filed as inhibitors; actives 0.006% (n = 330,000); note: potency is the fitted concentration of half-maximal effect; % is set by controls: 0 for no effect and ±100 for the full control effect
#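 Eya2 protein (added as 0.2 uM solution) was preincubated with compound for 10 min at ambient temperature in 50 mM HEPES pH 7.5, 50 mM NaCl, 5 uM MgCl2, 0.05% BSA, 1 mM DTT. OMFP (added at 50 uM) then reacted 10 min; fluorescence read at 485/525 nm.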
# Mito fusion act: inhibitors of mitochondrial division or activators of mitochondrial fusion | S. cerevisiae fusion-defective mutant growth rescue, CellTiterGlo 48 h | Potency, µM (series often up to 46.1 µM), inactives show at the highest dose growth rescue (activation), usual class: activators | actives 0.23% (n = 320,000);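 note: potency is the fitted concentration of half-maximal effect; % of control where 0% means no effect; nearly all actives have a fitted effect of over 45% in size; temperature-sensitive fusion mutants such as fzo1-1 at 37 °C on non-fermentable ethanol glycerol medium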
#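 Growth-rescue viability read-out: after 48 h at the non-permissive 37C in glycerol/ethanol YPEG, yeast mitochondrial fusion mutants are measured by CellTiterGlo luminescence; compounds (23 nl pinned per well) restoring growth score as division inhibitors or fusion activators.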
# * = called active by the depositor; ? = inconclusive; nt = not tested or not shown; [ ] = another dose, or the depositor's remark. Unless noted, calls come from the whole dose curve; as a rule, active = well fitted curve in the direction sought with a large enough effect; inconclusive = small, poorly fitted or top-dose-only effect, or another doubt; inactive = no such curve, though single readings can be large; an effect the other way counts as inactive or inconclusive.
SMILES,KCNH2 3.1 inh,hERG WT inh,TCR activator,TSHR antagonist,USP2a block,ELG1 DNA repair,TRPV1 agonist,A-T KAP1 phos,Eya2 phos inh,Mito fusion act
O=C(Nc1cccc(Cl)c1)c1ccc(NC2=NC3CS(=O)(=O)CC3S2)cc1 (configuration not stated),0,-5,-6%,6,-1%,?,3,-3%,-5%,0%
CCCn1c(C(CO)Nc2nc(C)cs2)nc2ccccc21 (configuration not stated),28,-2,-5%,3,-1%,12%,-2,-1%,12%,0%
Cc1ccc2cc3cc(C(=O)N4CCCCCC4)oc3nc2c1,2,-13,0%,-13,1%,?,?,-5%,-20%,23%
Cc1cc(=O)[nH]c(SCC(=O)NCCOc2ccccc2)n1,5,-14,nt,-2,0%,-1%,0,5%,-5%,2%
C=CCn1c(SCC(=O)N2CCCCCC2)nc2ccccc2c1=O,1,3,-3%,2,0%,15%,?,1%,-3%,?
Cc1ccc2c(c1)C(=O)N(CCCCO)C2=O,-19,3,4%[46.1 µM],0,2%,19%,-2,9%,6%,-4%
COc1ccccc1C1=NNC(=Nc2cccc(S(=O)(=O)N(C)C)c2)SC1,-2,5,-1%,22,0%,?,-4,-3%,-5%,7%
Cc1ccc(-c2nc(CS(=O)CC(=O)NCCN3CCCCC3C)c(C)o2)cc1 (configuration not stated),3,1,8%,1,2%,?,1,-17%,3%,-1%
Cc1ccc(S(=O)(=O)NCC(=O)N(CC(=O)NC(C)(C)C)Cc2ccc3c(c2)OCO3)cc1,24,2,8%,20,2%,9%,-1,3%,8%,1%
CC1(C)Cc2c(C#N)c(NCCN3CCOCC3)nc(-c3ccccc3)c2CO1,9,9,3%,0,1%,8.2µM*,30,-31%,5%,-27%
CC(=O)NC(Nc1c(C)n(C)n(-c2ccccc2)c1=O)C(Cl)(Cl)Cl (configuration not stated),7,9,12%,6,1%,5%,0,1%,-9%,7%
COCCCNC(=O)CN(Cc1ccccc1)S(=O)(=O)c1ccccc1,10,7,-1%,4,-1%,0%,-1,2%,16%,-3%
O=C(Cc1csc(Nc2nc(=S)[nH]c3ccccc23)n1)NCc1ccc(Cl)cc1,-16,21,nt,3,3%,10%,-1,-12%,6%,-7%
COc1ccccc1-c1nnc(Nc2nc3c(OC)cccc3s2)o1,-14,4,-1%[46.1 µM],14,2%,?,-4,3%,6%,-1%
O=C(c1ccc[nH]c1=S)N1CCN(S(=O)(=O)c2ccc(Br)cc2Cl)CC1,-8,-6,0%,-7,0%,2%,-1,8%,-6%,9%
O=C(CN1CCCC1)N1CCCC(c2ccc(F)cc2)c2ccc(F)cc21 (configuration not stated),-12,39,-3%[46.1 µM],21,2%,-12%,4,2%,-3%,-10%
CCc1noc(C)c1C(=O)N(CC)CC(=O)Nc1cc(Cl)ccc1C,11,-6,0%,-12,-1%,8%,2,3%,8%,7%
Cc1cccc(C(=O)NCCCn2ccnc2)c1C,13,2,-12%,-1,4%,3%,1,-2%,-13%,10%
CCC(=O)n1nc(-c2cccnc2)nc1NCc1ccc(OC)cc1,2,2,-1%,8,3%,-2%,7,1%,0%,-10%
COc1ccc(/[N+]([O-])=C/c2ccoc2)cc1,1,-1,-4%,42,0%,?,1,3%,-9%,-2%
Cc1ccc(O)c(C(=O)c2cnc3c(c2)c(=O)n(C)c(=O)n3C)c1,13,0,-4%,34,-2%,3%,2,3%,0%,3%
COc1ccc(C(=O)C2CCCN(C(=O)c3cc(C4CC4)[nH]n3)C2)c(C)c1 (configuration not stated),-9,7,1%,-13,-2%,6%,4,4%,-8%,-13%
CCCNS(=O)(=O)c1cc(CN2C(=O)c3cccnc3C2=O)ccc1OC,20,-5,2%,11,0%,20%,-2,0%,1%,8%
O=C1CN2C(=N1)N(Cc1ccccc1)c1ccccc12,19,-4,0%,0,-1%,2%,-2,5%,-36%,1%
Cc1ccc(-n2nnnc2SCC(=O)Nc2c(C)n(C)n(-c3ccccc3)c2=O)cc1,-14,10,nt,2,-4%,-10%,2,6%,2%,0%
COc1ccc(C2OC(=O)CC2C(=O)NC2CCCC(C)C2C)cc1OC (configuration not stated),6,-14,1%,3,3%,0%,-3,1%,-5%,1%
Cc1ccc(-n2c3nc(=O)[nH]c(=O)c-3cc3cc([N+](=O)[O-])ccc32)cc1,-4,-8,-1%[46.1 µM],21,1%,?,2,-1%,0%,9%
O=C(Nc1nccs1)NC1CCCCC1,-16,-9,2%,-6,-1%,?,11,6%,-3%,0%
CCOC(=O)Cc1csc(N/N=C/c2ccc(C(F)(F)F)cc2)n1,8,15,-2%,-7,3%,?,-1,-5%,-5%,-1%
CCCCc1cc(=O)oc2cc(C)cc(OC(C)C(=O)NCc3cccnc3)c12 (configuration not stated),-4,-3,-4%,-20,1%,-2%,5,9%,-6%,-3%
Cc1ccc(CCC(=O)Nc2ccc([N+](=O)[O-])cc2Cl)o1,0,-1,nt,-13,-2%,-9%,-1,-10%,10%,2%
N#CC1=C2SCN(Cc3ccccc3)CN2C(=O)CC1c1cccs1 (configuration not stated),-7,8,-10%,2,-2%,-7%,nt,22%,-14%,10%
COc1ccc(NC(=O)CN2CCN(S(=O)(=O)c3ccc(C(C)C)cc3)CC2)cc1OC,-1,-6,0%,3,2%,?,9,3%,-12%,-2%
CC1CCN(C(=O)CCCC(=O)O)CC1,-2,1,-1%[46.1 µM],2,4%,?,-4,-3%,4%,-5%
COc1ccc(Cl)cc1NC(=O)c1cc(-c2ccco2)on1,-11,-25,-18%,7,3%,?,-2,3%,-13%,1%
Cc1ccc(C)c(N2CCN(C(=O)c3ccc4nc(-c5ccco5)c(-c5ccco5)nc4c3)CC2)c1,4,-17,0%,11,-9%,?,1,1%,0%,-1%
CC(C)C(=O)Nc1ccc(NC(=O)CCc2ccccc2)cn1,-2,5,-4%,-4,-10%,6%,0,-1%,1%,7%
CC(=O)Nc1ccc(S(=O)(=O)Nc2cc3c(cc2C(C)=O)OCO3)cc1,-1,2,2%,-5,1%,-2%,-3,-4%,-6%,5%
Cc1cccc(OCC(=O)Nc2ccccc2N2CCN(C(=O)C(C)C)CC2)c1C,?,3,3%,-1,2%,6%,4,-3%,0%,-2%
O=C1c2cccnc2C(=O)N1c1cccc(-c2nc3ccccc3o2)c1,-3,-10,1%,-5,2%,?,1,3%,0%,1%
O=C(COC(=O)C1CC1)NC(=O)NCc1ccccc1,13,1,9%,-5,-1%,0%,1,9%,-1%,2%
Cc1ccc(-n2ncc3c2CC(C)(C)CC3NC(=O)c2c(C)noc2C)cc1 (configuration not stated),-20,12,-7%,17,3%,0%,3,-4%,-15%,5%
CC(=O)c1c(C)[nH]c(C(=O)OCc2nnc(-c3ccccc3)o2)c1C,-1,-7,4%,-13,1%,?,-15,-7%,0%,-3%
COC(=O)C1=C(C)NC(=O)NC1c1ccc(N2CCC(c3ccccc3)=N2)cc1 (configuration not stated),4,3,-7%,-5,0%,?,0,6%,12%,1%
CCOC(=O)C(C(=O)N(C)Cc1ccccc1)C1CCCCC1 (configuration not stated),19,-12,nt,9,-1%,-4%,?,17%,-20%,-1%

# Reprinted from the part before: 2 entries, followed by the next part.
SMILES,KCNH2 3.1 inh,hERG WT inh,TCR activator,TSHR antagonist,USP2a block,ELG1 DNA repair,TRPV1 agonist,A-T KAP1 phos,Eya2 phos inh,Mito fusion act
COC(=O)C1=C(C)NC(=O)NC1c1ccc(N2CCC(c3ccccc3)=N2)cc1 (configuration not stated),4,3,-7%,-5,0%,?,0,6%,12%,1%
CCOC(=O)C(C(=O)N(C)Cc1ccccc1)C1CCCCC1 (configuration not stated),19,-12,nt,9,-1%,-4%,?,17%,-20%,-1%
CC(=O)N(CCO)Cc1cc2cc(C)cc(C)c2[nH]c1=O,1,3,0%,1,-3%,3%,7,2%,-11%,0%
Cc1ccc(NC(=O)CSc2nnc(-c3ccncc3)n2N)cc1C,-7,-204*,5%,8,-8%,0%,4,-1%,-3%,3%
Oc1c(Br)cc(C=Nc2ccc3nc(-c4ccccc4)[nH]c3c2)c(O)c1Br,-6,-13,0%,2,-25%,?,0,8%,1%,-4%
CN(O)/C=C/C(=O)c1ccc(Br)cc1,-12,1,-2%,-10,8%,-9%,-1,-3%,-28%,-2%
Cc1[nH]nc2nc3c(c(OC(=O)c4ccccc4)c12)c(=O)n(C)c(=O)n3C,nt,nt,nt,-5,0%,-20%,1,11%,-2%,-2%
CC(C)Oc1ccccc1/C=N/Nc1ccccc1[N+](=O)[O-],3,-1,-3%[46.1 µM],-11,-1%,13%,-2,-4%,-13%,6%
Fc1ccccc1Sc1ccccc1CNC1=NCCN1,-30,-16,1%[46.1 µM],36,1%,?,-13,7%,4%,nt

# The list is partial (hit frequency here may not be typical).
